From PubChem BioAssay
phage Ecoli inh: E. coli growth loss with phage present; growth absorbance; inhibition, % at 11.9 µM; 360,000 compounds, 0.26% hits; AID 651602; in the data active = inhibition above about 11%
Tat export inh: inhibitors of E. coli Tat protein transport; E. coli MC4100 TorA-mCherry Tat export, fluorescence; AID 488895; 340,000 compounds, 0.036% hits; inhibition, % at 10 µM;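 active = mean replicate inhibition at least 50% and at least half of replicates individually reaching 50%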;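 note: exported cargo escapes ClpAP degradation while cytoplasmic cargo is degraded and loses fluorescence; 0% = median of neutral control wells and 100% = median of NaSCN control wells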
Pemphigus Ab inh: human desmoglein-3 autoantibody binding inhibition. P32926. DSG3-coupled beads, scFv-anti-DSG3-GFP binding, flow cytometry; stronger effect = lower value. binding (percent of control), % at 10 µM. 310,000 compounds, 0.48% hits;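 active = binding more than 3 SD below its plate's average and above zero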;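 note: hits lower antibody fragment binding to DSG3; some compounds called inactive have numbers as strong as hits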
Target sequence (P32926 whole entry, looked up, the tested form may be a part): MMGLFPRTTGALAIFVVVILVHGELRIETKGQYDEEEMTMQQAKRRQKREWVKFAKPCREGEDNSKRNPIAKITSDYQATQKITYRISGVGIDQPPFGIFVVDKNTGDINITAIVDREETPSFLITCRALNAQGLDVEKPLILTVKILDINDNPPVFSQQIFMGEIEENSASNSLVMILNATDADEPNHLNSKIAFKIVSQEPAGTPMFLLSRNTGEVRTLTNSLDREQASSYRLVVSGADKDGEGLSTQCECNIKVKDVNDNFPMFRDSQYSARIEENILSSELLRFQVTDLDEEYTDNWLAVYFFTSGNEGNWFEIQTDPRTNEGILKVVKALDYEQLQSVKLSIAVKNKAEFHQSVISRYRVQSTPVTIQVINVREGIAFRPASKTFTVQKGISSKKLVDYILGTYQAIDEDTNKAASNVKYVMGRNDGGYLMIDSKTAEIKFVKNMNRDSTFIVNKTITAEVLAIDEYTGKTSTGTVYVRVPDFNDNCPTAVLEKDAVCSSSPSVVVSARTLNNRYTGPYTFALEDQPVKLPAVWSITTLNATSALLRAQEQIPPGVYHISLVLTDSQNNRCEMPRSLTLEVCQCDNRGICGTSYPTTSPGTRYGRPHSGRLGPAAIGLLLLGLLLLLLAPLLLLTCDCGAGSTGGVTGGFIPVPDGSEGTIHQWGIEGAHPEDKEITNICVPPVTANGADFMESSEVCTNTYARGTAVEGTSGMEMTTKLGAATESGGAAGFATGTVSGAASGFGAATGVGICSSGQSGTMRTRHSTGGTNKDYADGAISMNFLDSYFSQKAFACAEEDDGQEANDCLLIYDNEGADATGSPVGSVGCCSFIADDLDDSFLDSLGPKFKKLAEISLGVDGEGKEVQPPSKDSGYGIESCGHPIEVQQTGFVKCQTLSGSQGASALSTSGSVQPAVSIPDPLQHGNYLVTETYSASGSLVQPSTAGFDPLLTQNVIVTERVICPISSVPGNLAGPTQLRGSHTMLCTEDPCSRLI
OPRM1-OPRD1 ag: OPRM1-OPRD1 heterodimerization agonism; P35372+P41143; cells, luminescence; activation, % at 9.3 µM; 340,000 compounds, 0.3% hits; AID 504326; in the data active = activation above about 18%;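 note: 0% = vehicle-treated cells and 100% = reference agonist; values of inactives mirror those of a sister screen read the other way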
AddAB inh: less growth of phage-infected E. coli with AddAB. E. coli expressing H. pylori AddAB, absorbance growth. inhibition, % at 11.9 µM. 330,000 compounds, 0.29% hits. AID 435030; in the data active = inhibition above about 12%;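 note: 0% = vehicle wells of infected cells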
Arr AP2 block: inhibitors of human beta-arrestin and AP2 interaction | FITC-arrestin peptide / GST-AP2 beads, flow cytometry; AP2 beta2 appendage carries R879A mutation | inhibition, % at 10 µM | 340,000 compounds, 0.31% hits;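 active = inhibition above a set limit, near 3 SD of compounds lacking own fluorescence, cut at about 54% in these data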;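 note: plate controls were DMSO wells for no effect and 5 µM unlabelled arrestin peptide for full effect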
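Material – GST-tagged AP2 beta2-adaptin appendage (R879A) on 4 µm glutathione beads · Probe or stimulus – fluorescein-tagged arrestin peptide at 50 nM final · Timing – 12 min plus 1 h, RT · Detection – bead flow cytometry, FITC channel · Read-out basis – inhibition as reduced fluorescein signal on beads, percent · Medium – PBS plus Tween 20 (0.05%) and BSA (0.1%)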
MOR-DOR inv ag: inverse agonist of human OPRM1-OPRD1 heterodimerization. P35372+P41143. AID 504357. cell-based MOR-DOR heterodimer luminescence, inverse agonism. inhibition, % at 9.3 µM. 340,000 compounds, 0.21% hits; in the data active = inhibition above about 22%, passing the limit was not always enough;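 note: 0% = cells with DMSO and 100% = wells without cells with DMSO; values of inactives mirror those of a sister screen read the other way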
PKA-R1A act: activates the PKA-R1A holoenzyme complex | PKA-R1A dissociation, Cy5-IP20 fluorescence polarization; scaled: DMSO 0%, 113 µM cGMP 100% | activation, % at 11.4 µM | 340,000 compounds, 0.083% hits | AID 504707;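 active = percent activation above the mean of all tested compounds plus 3 SD, cut at about 19% in these data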;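 note: higher means more PKAc released from R1A so a rise in polarization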
E coli growth: bacterial growth inhibition, counter-screen for AddAB inhibitors; AID 449728; inhibition, % at 11.9 µM; E. coli V3065 growth, OD600 absorbance, 18 h; 330,000 compounds, 0.27% hits;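 active = inhibition above the campaign's mean inhibition across all tested compounds plus 3 SD, cut at about 9.9% in these data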;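 note: uninfected addAB+ strain grown without phage in ampicillin broth; 0% = DMSO wells and 100% = ciprofloxacin 0.95 µg/ml wells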
SUMO Mot1 rescue: blocks SUMOylation pathway, rescuing yeast Mot1-301 growth | growth rescue, % at 18.8 µM | AID 2716 | S. cerevisiae Mot1-301 growth rescue, ATP luminescence, 38.5C; percent above DMSO median, 100 means doubled | 320,000 compounds, 1% hits;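 active = every valid replicate shows activation above 250% relative to neutral control wells; inactive = the rest, any valid replicate at or below 250%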;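 note: OY570 slx delta 5 strain wells were the positive control but not used for scaling; some compounds called inactive have numbers as strong as hits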
PfHsp90 yeast 2: inhibits growth of yeast expressing Plasmodium falciparum Hsp90; S. cerevisiae expressing PfHsp90, BacTiter-Glo ATP, 48 h; yeast lacking PDR1 and PDR3 efflux regulators; inhibition, % at 9.4 µM; 310,000 compounds, 0.32% hits;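 active = every replicate shows inhibition above about 80%, whatever the replicate mean, limit read from the data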;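 note: 0% = DMSO neutral controls and 100% = 20 µM radicicol positive controls; yeast relying on Plasmodium falciparum Hsp90 in place of its own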
The depositor's hits bear a star; . = no result given.

SMILES | phage Ecoli inh | Tat export inh | Pemphigus Ab inh | OPRM1-OPRD1 ag | AddAB inh | Arr AP2 block | MOR-DOR inv ag | PKA-R1A act | E coli growth | SUMO Mot1 rescue | PfHsp90 yeast 2
COc1ccc(N(CC(=O)Nc2nccs2)S(=O)(=O)c2c(C)[nH]c(=O)[nH]c2=O)cc1 | -0.1 | 6 | 95 | -2.0 | -2.2 | 12 | 11 | -3 | -4.0 | . | 5
COc1cc(/C=C2/SC(=S)N(CC(=O)O)C2=O)ccc1OC(=O)c1cccs1 | 0.3 | -4 | 100 | -2.6 | 1.2 | 8 | 14 | -9 | -0.1 | 3 | 0
Cc1ccc(NC(=O)Cn2c(CCC(=O)O)ccc2-c2ccc(Cl)cc2)cc1 | -1.3 | -1 | 117 | -3.9 | -1.7 | 30 | 18 | 2 | -0.4 | -18 | -15
COc1ccc(C2CC(=O)N(C)c3ccccc3S2)cc1 (stereo unspecified) | 5.7 | 2 | 85 | -1.1 | -0.5 | -2 | 7 | -3 | -0.8 | -16 | -30
CC(C)(C)OC(=O)C[C@@H]1C/C=C\C[C@@H](CC(=O)N[C@@H](CO)Cc2ccccc2)C(=O)NC[C@@H](c2ccccc2)OC1=O | 0.3 | 3 | 100 | -2.9 | -2.0 | -11 | 16 | -11 | -2.1 | -6 | -9
Cc1ccc(-c2nnn(CC(=O)N(c3ccccc3)C(C(=O)NCC3CCCO3)c3cccs3)n2)o1 (stereo unspecified) | 2.0 | 0 | 96 | -3.6 | 2.6 | 7 | 19 | -1 | 1.3 | -3 | -9
CN1CCSc2ccc(C(=O)Nc3ccc(Cl)cc3)cc21 | 100* | 5 | 105 | -0.6 | 2.5 | 35 | 3 | -13 | 0.2 | 83 | 17
Cc1ccc(NC(=O)Cn2cccc2)cc1C | -0.1 | 7 | 98 | -0.9 | 1.4 | -8 | 5 | -9 | 0.2 | -9 | 4
Cc1ccc(NC(=O)c2ccc3c(SCC(=O)O)c4c(nc3c2)CCCC4)c(Br)c1 | -0.4 | 1 | 106 | -2.8 | 4.2 | 0 | 14 | -5 | 1.9 | -17 | 6
Oc1ccc(Nc2ncnc3ccccc23)cc1 | 6.5 | -16 | 111 | -1.1 | . | 15 | 6 | -6 | . | -15 | 0
CCc1cc(=O)oc2c3c(cc(OCC(=O)NCCCOC)c12)OC(C)(C)CC3 | -0.1 | 1 | 108 | -0.7 | -0.1 | 29 | 3 | -2 | -0.2 | -8 | 21
CC(=O)N1c2ccc(S(=O)(=O)NCCc3ccc(Cl)cc3)cc2CC1C (stereo unspecified) | -3.7 | -5 | 102 | -2.2 | 1.3 | 3 | 11 | 9 | 0.4 | 15 | 2
CN1/C(=C\C(=S)NC(=O)c2ccc([N+](=O)[O-])cc2)C(C)(C)c2ccccc21 | 2.8 | -14 | 108 | 7.4 | 0.8 | 6 | -54 | 5 | -2.3 | 2 | 3
Cc1[nH][nH]c(=O)c1C(c1ccc(-c2ccc(Cl)cc2)o1)c1c(C)[nH][nH]c1=O | -1.2 | 5 | 118 | -0.6 | 3.5 | 1 | 3 | 8 | 0.2 | -3 | 13
CCN(Cc1ccccc1)S(=O)(=O)c1ccc(S(=O)(=O)N(Cc2ccccn2)Cc2ccco2)cc1 | 1.6 | -1 | 96 | 0.3 | 0.6 | 3 | -2 | 1 | 0.6 | -5 | .
CCOC(=O)Cn1nc(NC(=O)c2cc(OC)cc(OC)c2)cc1C | 0.8 | -5 | 103 | -2.8 | 0.2 | 7 | 13 | 7 | -0.5 | 5 | 14
Clc1cccc(-c2ccc(C3Nc4cccc5cccc(c45)N3)o2)c1 | . | 2 | 99 | 8.5 | 0.9 | 23 | -49 | -6 | -1.8 | 139 | 18
NC(=O)C1(c2ccccc2)CCCN1C(=O)c1ccccc1Br (stereo unspecified) | 3.3 | -3 | 107 | 0.4 | 0.7 | 26 | -2 | 0 | 0.8 | 8 | -25
CC(=O)c1sc(N/N=C/c2cccc([N+](=O)[O-])c2)nc1C | 0.8 | -4 | 110 | 0.6 | 3.2 | -1 | -4 | -3 | -0.3 | -4 | -10
COc1ccc(NS(=O)(=O)c2cc(-c3nnnn3C)ccc2OC)cc1 | 3.5 | 0 | 92 | 1.2 | 0.8 | -4 | -6 | 4 | -1.4 | -8 | -1
O=C(c1ccncc1)N(Cc1ccco1)Cc1cc2ccccc2[nH]c1=O | 2.6 | -7 | 96 | -1.4 | 3.4 | 11 | 6 | -7 | 1.5 | 2 | 31
COc1ccc(-n2c(C)cc(C(=O)CN3C(=O)c4ccccc4C3=O)c2C)cc1 | 4.0 | 13 | 100 | -1.9 | 1.2 | 3 | 10 | -3 | -0.3 | 76 | 16
Nc1cc(C(=O)OCC(=O)c2ccc(CC(=O)N3CCOCC3)s2)ccc1Cl | 3.0 | -4 | . | -0.4 | 0.6 | -12 | 2 | -10 | -0.5 | -1 | -12
CCN1C(=O)C(O)(CC(=O)c2cc(C)ccc2C)c2ccccc21 (stereo unspecified) | 3.6 | -3 | 104 | 0.8 | 0.0 | 13 | -4 | -3 | 0.8 | 284 | 1
COc1ccc(C(=O)NCC(=O)N2CCN(c3ccc(F)cc3)CC2)cc1 | 2.2 | 6 | 96 | -0.5 | 1.2 | 1 | 4 | -5 | -0.1 | -8 | 21

Results in Pemphigus Ab inh and PfHsp90 yeast 2 (2 entries from above):
SMILES | Pemphigus Ab inh | PfHsp90 yeast 2
CCN(Cc1ccccc1)S(=O)(=O)c1ccc(S(=O)(=O)N(Cc2ccccn2)Cc2ccco2)cc1 | 96 | .
CCOC(=O)Cn1nc(NC(=O)c2cc(OC)cc(OC)c2)cc1C | 103 | 14

(more compounds)
SMILES | phage Ecoli inh | Tat export inh | Pemphigus Ab inh | OPRM1-OPRD1 ag | AddAB inh | Arr AP2 block | MOR-DOR inv ag | PKA-R1A act | E coli growth | SUMO Mot1 rescue | PfHsp90 yeast 2
Cn1ccnc1Sc1ccccc1[N+](=O)[O-] | 2.4 | -1 | 105 | -1.2 | 2.2 | -12 | 6 | -9 | -0.6 | 26 | 2
CCC(Sc1nc(C)cc(=O)[nH]1)C(=O)Nc1ccc(Cl)cn1 (stereo unspecified) | 0.4 | 10 | 103 | -0.8 | 0.3 | 4 | 5 | 5 | 0.0 | -4 | 19
Cc1cc(-c2nc(-c3ccc(C(C)(C)C)cc3)no2)no1 | 1.8 | -4 | 111 | 0.9 | -0.5 | 10 | -5 | -8 | -0.1 | -10 | 18
O=S(=O)(c1ccc(Cl)c(C(F)(F)F)c1)N1CCN(c2ccccn2)CC1 | 4.5 | -2 | 104 | 1.1 | 2.4 | 0 | -6 | -5 | 2.9 | -19 | -20
O=C(NCCc1ccccc1)C1CCN(c2nc3ccccc3o2)CC1 | . | 11 | 105 | -0.5 | 1.8 | -1 | 3 | 5 | -0.2 | -1 | -7
COc1ccc(CCN2CN(S(=O)(=O)c3ccc(C)cc3)c3nc4ccccc4nc32)cc1OC | 3.8 | 0 | . | -1.1 | 1.0 | -1 | 5 | -14 | 3.3 | 0 | 21
Cc1nc(CCNC(=O)c2cc(COc3ccc(F)cc3Cl)on2)sc1C | 1.1 | -2 | 84 | -1.6 | -1.2 | -4 | 8 | -10 | -0.4 | 3 | 1
O=C(CN1C(=O)C2C3C=CC(C3)C2C1=O)OCC(=O)c1ccc([N+](=O)[O-])cc1 (stereo unspecified) | 1.9 | -2 | 103 | -2.8 | 3.3 | 7 | 15 | 11 | 0.3 | -1 | -8
C(=N\Nc1nc2ccccc2[nH]1)/c1ccc2ncccc2c1 | 1.3 | -4 | 115 | 3.4 | 0.5 | 8 | -17 | 3 | 1.5 | -15 | 19
O=C(Nc1ccc2c(c1)OCO2)c1ccc(CN2CCOCC2)cc1 | 2.6 | 1 | 107 | -2.6 | 3.1 | -4 | 14 | -4 | -0.1 | . | -12
O=C(Nc1ccc2c(c1)OCO2)c1cc(-c2ccncc2)nc2ccccc12 | 1.5 | -3 | 110 | 2.5 | 1.6 | -27 | -12 | -8 | 1.8 | 1 | 14
C=CCn1c2ccccc2c2nnc(SCCCn3c(=O)[nH]c4ccccc43)nc21 | -2.0 | 11 | 105 | -1.6 | . | -14 | 9 | 4 | . | . | 1
CC(C)(C)n1ncc2c(=O)n(CC(=O)NCc3ccccc3)cnc21 | 0.7 | -6 | 115 | -2.4 | 2.0 | 4 | 13 | -3 | 3.7 | -5 | 15
COc1ccc(OC)c(N(CC(=O)N2CCOCC2)S(C)(=O)=O)c1 | 1.9 | -1 | 121 | -1.6 | 1.9 | 0 | 8 | -3 | -0.6 | -7 | 5
CCOC(=O)C(CC(=O)O)=C(c1ccccc1)c1ccccc1 | 0.3 | 8 | 107 | -3.0 | -0.7 | -13 | 14 | -2 | 1.1 | 3 | -39
CS(=O)(=O)N1N=C(c2cccs2)CC1c1ccccc1O (stereo unspecified) | 2.6 | -2 | 104 | -3.0 | -0.3 | -5 | 16 | 4 | 0.2 | -3 | 31
C[C@@]12C(=O)N(c3cccc(F)c3)C(=O)N1[C@H](c1ccc(F)cc1)[C@@H]1C(=O)N(C3CCCCC3)C(=O)[C@@H]12 | . | 3 | 103 | -2.6 | 2.6 | 1 | 14 | -5 | 2.7 | -11 | .
COc1cc(C2c3cc4c(cc3OC(NCCc3ccccc3)C2C)OCO4)cc(OC)c1OC (stereo unspecified) | 2.2 | -1 | 95 | 0.2 | . | 45 | -1 | 3 | . | . | 13
O=C(CN1CCOCCOCCN(CC(=O)Nc2ccccc2)CCOCC1)Nc1ccccc1 | 3.4 | -2 | . | -0.8 | 2.5 | -4 | 5 | -3 | -0.6 | -13 | .
O=C(Nc1cccc2ccccc12)N1CC=CCC1 | 1.0 | -1 | 104 | 2.1 | 2.4 | 0 | -12 | -2 | -0.3 | 14 | -13
O=C(c1ccc(S(=O)(=O)NCc2ccco2)cc1)N1CCN(Cc2ccc3c(c2)OCO3)CC1 | 2.1 | -4 | 98 | 1.3 | -2.6 | 13 | -6 | 17 | -1.5 | -8 | 22
CCOC(=O)c1c(NC(=O)COC(=O)C2CC2C)sc(C)c1C (stereo unspecified) | 2.9 | 17 | 88 | 2.4 | 1.2 | 30 | -13 | -1 | 1.4 | 0 | 4
Clc1ccc(Cn2c(/C=C/c3ccco3)nc3ccccc32)cc1 | 2.4 | -1 | . | 5.3 | 1.7 | 4 | -27 | -13 | 0.3 | 11 | 8
O=C(CSc1nnc2ccccn12)NC(=O)NC1CCCCC1 | 3.7 | -4 | 99 | -2.0 | 0.3 | 3 | 11 | -5 | 0.8 | -2 | -10
O=C(O)/C=C/C(=O)Nc1ccc(NC(=O)c2ccccc2)c(Cl)c1 | 1.2 | -2 | 90 | -1.4 | -0.8 | 15 | 7 | -7 | -4.4 | 8 | 19
Cc1cc(Cl)ccc1OC(C)C(=O)NCCc1ccc2c(c1)OCCO2 (stereo unspecified) | 5.3 | 7 | 102 | 0.8 | 0.0 | -2 | -6 | -6 | -0.8 | 2 | 14
